KB-3-1 cytotox – qHTS assay for MDR1-selective chemotherapeutics: Primary screen using the parental adenocarcinoma cell KB-3-1. Potency, µM (titrated, usually from 46.1 µM), for inactives: at the top dose activity change, negative = cytotoxic, usual class: cytotoxic. 1.4% of 400,000 active. KB-3-1 viability, CellTiter-Glo ATP luminescence, 72 h; note: potency is the fitted concentration of half-maximal effect; % is set by controls: 0 for no effect and ±100 for the full control effect; nearly all actives have a fitted effect of over 60% in size
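KB-3-1 cells, DMEM (no phenol red) + 10% FBS; compound by pin transfer, 72 h, 37 °C. Readout: CellTiter-Glo luminescence after 10 min. Data normalized, curve-fitted.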
HT1080 IDH1KD tx – qHTS for induction of synthetic lethality in tumor cells producing 2HG: qHTS for the HT-1080-IDH1KD cell line; Potency, µM (series often up to 46.1 µM), inactives show at the top dose activity, negative = toxicity, usual class: cytotoxic; HT-1080 IDH1 knockdown viability, ATP luminescence, 48 h; 2% of 360,000 active;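 note: potency is the fitted concentration of half-maximal effect; 0% = DMSO wells and -100% = cell-free medium wells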
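HT-1080-IDH1KD cells (IDH1 knocked down), 750/well in RPMI with 5% FBS, treated with compound 48 h at 37 degrees C. Viability by CellTiter-Glo luminescence, normalised to DMSO and no-cell wells; concentration-response curves classed.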
GLP1R cytotox – qHTS of GLP-1 Receptor Inverse Agonists: Cytotox Screen; HEK293 cAMP-luciferase reporter cells, luminescence, 24 h; Potency, µM (titrated, usually from 38.3 µM), inactives show at the top dose activity change, negative = inhibition, most hits filed as inhibitors; 0.13% of 410,000 active; AID 624418, 2012;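 note: loss of luciferase light is scored as toxicity; potency is the fitted concentration of half-maximal effect; % is set by controls: 0 for no effect and ±100 for the full control effect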
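Seeding density was 200 cells/uL; after overnight-length (12 h) culture, 23 nL compounds went on for 24 h at 37 °C. Readout used a luciferase detection reagent, luminescence taken after 12 min at room temperature.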
SW480 rereplic – A quantitative high throughput screen for small molecules that induce DNA re-replication in SW480 colon adenocarcinoma cells; SW480 DNA re-replication, Hoechst DNA content imaging, 48 h; 1.8% of 340,000 active; AID 624297, 2012; Potency, µM (highest dose often 46.1 µM), inactives show at the top dose re-replication activation, actives largely listed as activators; note: potency is the fitted concentration of half-maximal effect; % of control where 0% means no effect; nearly all actives have a fitted effect of over 55% in size
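SW480 cells exposed to compounds for 48 hr at 37 C, 5% CO2, then Hoechst-stained 40 min. Nuclear DNA content imaged by fluorescence scanning (405 nm excitation, 500-530 nm emission); re-replication scored as increased high-intensity nuclei.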
IL1B secr inh – qHTS for Inhibitors of Inflammasome Signaling: IL-1-beta AlphaLISA Primary Screen | THP-1 LPS/ATP IL-1B secretion, AlphaLISA, 16 h; active compounds read low | activity change, % at 57.5 µM | 4.7% of 360,000 active | AID 743279, 2014; in the data active = activity change below about -50%; inconclusive = mostly about -30% to -49%; note: % is set by controls: 0 for no effect and ±100 for the full control effect
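Secreted IL-1B measured by AlphaLISA bead assay after 16 h compound exposure of THP-1 cells; compounds (final up to 57.5 uM) added 1 h before LPS (250 ng/mL) and ATP (1.25 mM) stimulation; lower signal means less secretion.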
DRD3 agonist – qHTS of D3 Dopamine Receptor Agonist: qHTS | AID 652048, 2013 | max activation, % | D3R DiscoveRx beta-arrestin cells, luminescence, 90 min | 0.58% of 410,000 active | D(3) dopamine receptor (Homo sapiens), P35462; in the data active = max activation above about 30%; note: 0% is about no effect; mostly tested at two doses, the higher about 12 µM
Target sequence (P35462 whole entry, looked up): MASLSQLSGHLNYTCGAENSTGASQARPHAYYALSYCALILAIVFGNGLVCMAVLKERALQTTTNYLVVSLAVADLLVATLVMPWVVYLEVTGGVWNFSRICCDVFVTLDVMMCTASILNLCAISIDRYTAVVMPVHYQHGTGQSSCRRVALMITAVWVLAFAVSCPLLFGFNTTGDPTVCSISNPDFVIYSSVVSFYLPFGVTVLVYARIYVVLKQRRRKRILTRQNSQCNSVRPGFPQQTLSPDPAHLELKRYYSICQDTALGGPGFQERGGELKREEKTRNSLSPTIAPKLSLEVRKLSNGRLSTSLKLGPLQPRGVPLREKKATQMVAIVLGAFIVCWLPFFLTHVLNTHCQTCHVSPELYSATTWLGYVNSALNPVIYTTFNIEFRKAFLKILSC
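Agonist-mode cell screen: cells plated at 1500/well and incubated overnight at 37 °C, then exposed to library compounds for 90 min at 37 °C. Detection reagent was added for 30–60 min at room temperature, and luminescence was read.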
MCF10A rerep – A quantitative high throughput screen for small molecules that induce DNA re-replication in MCF 10a normal breast cells; Potency, µM (top dose mostly 46.1 µM), for the others: at the top dose activity, positive = re-replication, hits mostly activators; 2.9% of 350,000 active; MCF 10A DNA re-replication, Hoechst nuclear intensity, 48 h; AID 624296, 2012; note: potency is the fitted concentration of half-maximal effect; % of control where 0% means no effect; nearly all actives have a fitted effect of over 50% in size
HT1080NT lethal – qHTS for induction of synthetic lethality in tumor cells producing 2HG: qHTS for the HT-1080-NT fibrosarcoma cell line. HT-1080-NT fibrosarcoma viability, CellTiter-Glo ATP luminescence, 48 h. Potency, µM (doses to about 46.1 µM), for the others: top-dose activity, negative = less viability, usual class: cytotoxic. 1.6% of 360,000 active. AID 686970, 2013;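 note: NT is the 2HG producing partner of a matched IDH1 knockdown line; potency is the fitted concentration of half-maximal effect; 0% = DMSO-treated cells and -100% = media-only wells without cells; nearly all actives have a fitted effect of over 55% in size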
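A 48-hour cytotoxicity screen used HT-1080-NT cells plated 2 hours before compound delivery. ATP-based CellTiter-Glo luminescence measured viability, normalized to DMSO and no-cell controls.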
KB-V1 cytotox – qHTS assay for MDR1-selective chemotherapeutics: Primary screen using the drug-selected MDR subline cells KB-V1. KB-V1 MDR cells viability, CellTiter-Glo, 72 h. Potency, µM (top dose mostly 46.1 µM), for inactives: at the highest dose activity change, negative = cytotoxicity, usual class: cytotoxic. 3.4% of 400,000 active. AID 1347076, 2019; note: potency is the fitted concentration of half-maximal effect; % is set by controls: 0 for no effect and ±100 for the full control effect; nearly all actives have a fitted effect of over 60% in size
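Following 72 h at 37 degrees C with compound, KB-V1 cell viability was read by CellTiter-Glo luminescence, medium being phenol-red-free DMEM plus 10% FBS; concentration-response parameters came from normalized, curve-fitted qHTS data.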
Active calls of the source: *; ? = inconclusive; / = no result given; [ ] = dose if it differs, or a comment. Unless noted, calls come from the whole dose curve; as a rule, active = well fitted curve in the direction sought with a large enough effect; inconclusive = small, poorly fitted or top-dose-only effect, or another doubt; inactive = no such curve, though single readings can be large; an effect the other way counts as inactive or inconclusive.

SMILES	KB-3-1 cytotox	HT1080 IDH1KD tx	GLP1R cytotox	SW480 rereplic	IL1B secr inh	DRD3 agonist	MCF10A rerep	HT1080NT lethal	KB-V1 cytotox
CCCCN(C)C(=O)Cc1c(OC)ccc2cc(Br)ccc12	-31%	-2%	-20%	?	14	-4	11%	-7%	-16%
S=c1[nH]nc(-c2cccnc2)n1/N=C/c1cccs1	5%	1%	-13%	-4%	4	3	0%	2%	25%
CN(C(=O)COC(=O)c1cc(S(=O)(=O)N2CCCCC2)ccc1Cl)c1ccccc1	-4%	-4%	0%	-3%	-20	1	6%	-3%	-15%
O=C(CCSCCC(=O)NN=Cc1cccc(Cl)c1)NN=Cc1cccc(Cl)c1	?	0%	0%	?	9	9	?	10%	0%
O=C1CN=C(Nc2ccccc2Cl)N1Cc1ccc2c(c1)OCO2	-1%	-3%	-2%	2%	-10	-9	3%	-18%	-3%
Cc1c(NC(=S)NC(=O)c2ccco2)c(=O)n(-c2ccccc2)n1C	3%	0%	11%	-108%[inhibitor]	0	0	-2%	0%	-17%
Cc1nn(-c2ccccc2)c2sc(C(=O)n3cccn3)cc12	0%	1%	18%	-5%	20	-11	1%	0%	30%
O=C(CNc1cccc2ccccc12)N/N=C/c1ccc(C(=O)O)cc1	-10%	-8%	37%	/	0	-3	1%	-1%	-4%
O=C(NCc1ccc(F)cc1)C1CCCN1C(=O)Nc1ccc(F)cc1 (stereo not given)	1%	9%	1%	4%	6	-1	-2%	20%	3%
O=C1C2C3C=CC([C@@H]2C(=O)N1c1nccs1)C31CC1 (stereo not given in full)	1%	9%	-3%	4%	0	4	-7%	3%	-6%
CC(C)(C)c1ccc(-c2n[nH]c(=S)n2CC2CCCO2)cc1 (stereo not given)	-1%	15%	12%	-4%	19	1	-18%	4%	-6%
Cc1cccc(NC(=O)CSc2nncn2N)c1C	21%	-2%	-9%	/	18	5	/	3%	9%
O=C(O)c1ccc(NC(=S)NC(=O)c2ccc(-c3ccc(Br)cc3)o2)cc1	-4%	5%	7%	-8%	-1	1	1%	2%	3%
CC(/C=C/c1ccco1)=N\NC(=O)CNc1cccc(C)c1	13%	1%	-15%	7%	3	5	0%	8%	0%
COC(=O)COc1ccc2occ(C(C)=O)c2c1	-9%	-13%	-12%	16µM*	16	-8	8.2µM*	9%	12%
COc1cccc(CNC(=O)CSc2ccc(-c3ccco3)nn2)c1	17%	-1%	-1%	-7%	-2	0	-2%	-2%	?
COc1ccc(NS(=O)(=O)c2ccc3c(c2)CCO3)cc1	-22%	-3%	9%	0%	-6	-2	6%	-12%	-26%
COCC(=O)Nc1cccc(-c2ccc3nncn3n2)c1	1%	1%	1%	-19%	-4	15	0%	-3%	-1%
CC(C)[C@@H]1CC[C@@H](C)c2c(-c3ccccc3)n[nH]c21	?	?	-7%	5%	35	2	?	?	?
CN1C(C(=O)NCc2ccccc2)CC2Cn3c(nc4cc(Cl)c(Cl)cc43)C21 (stereo not given)	0%	0%	-3%	17%	23	7	-19%	1%	19%
Cc1ccc2nsnc2c1S(=O)(=O)N1CCN(C)CC1	-2%	4%	-4%	-19%	9	3	-6%	14%	3%
COc1cccc(NC(=O)Cn2c(=O)n(CCCC(=O)NCc3ccco3)c(=O)c3ccccc32)c1	-5%	-1%	12%	1%	-4	4	1%	-2%	-17%
CCCCn1cnc2c(=S)nc(N)[nH]c21	6%	1%	-8%	9%	11	2	1%	1%	11%
COc1ccc(/C=C(\NC(=O)c2ccccc2Cl)C(=O)NCCCC(=O)O)cc1	?	2%	8%	-4%	-11	16	6%	11%	0%
CN(C)c1ccc(NC(=O)CSc2nnc(C3CCCCC3)n2N)cc1	3%	0%	3%	15%	-11	3	0%	-3%	5%
Cc1ccc(CCNS(=O)(=O)c2c(C)nc3sc(C)c(C)n3c2=O)cc1	-1%	/	-8%	/	/	4	/	/	23%
O=[N+]([O-])c1ccc(C2CC(c3ccccc3)=Nc3ccccc3S2)cc1 (stereo not given)	3%	-13%	-7%	18%	-20	1	?	-2%	3%
COc1ccc(CCNc2c(C=O)c(=O)[nH]c3ccccc23)cc1OC	-1%	2%	2%	-2%	7	-3	1%	-3%	1%
O=C(Nc1ccccc1)c1sc(Cl)nc1-c1ccccc1	-4%	6%	-1%[1.53 µM]	-8%	10	3	-1%	5%	-14%
COc1ccccc1OCc1ccc(C(=O)N2N=C(C(F)F)CC2(O)C(F)F)o1 (stereo not given)	7%	7%	-13%	10%	-4	4	?	5%	16µM*
COc1cc2[nH]c(=S)n(Cc3ccc(F)cc3)c(=O)c2cc1OC	0%	?	5%[7.66 µM]	-5%	-1	2	6%	-3%	?
COc1ccc(N2CCN(C(=O)CCNS(=O)(=O)c3ccccc3)CC2)cc1	2%	-18%	10%	27%	-9	1	26µM*	9%	-13%
CC(=O)c1ccc(NC(=O)C2CC(=O)N(C(C)C)C2)cc1 (stereo not given)	-5%	-7%	-2%	-5%	6	-14	-3%	10%	0%
COc1ccc(Cc2nnc3sc(SCC(=O)Nc4ccccc4)nn3c2=O)cc1OC	-18%	?	-7%	-1%	-19	10	-3%	12%	2%
CCN(CC)c1ccc(CNc2nc3ccccc3n2CCN2CCCCC2)cc1	?	?	?	?	-105*	-22	13%	16µM*	?
CC(C)C(=O)Nc1ccccc1N1CCN(C(=O)c2ccccc2)CC1	15%	12%[9.24 µM]	-10%	-5%	18	7	5%	15%	?
O=C(c1c[nH]c2ccc(S(=O)(=O)N3CCC4(CC3)OCCO4)cc2c1=O)N1CCOCC1	1%	17%	-15%	-5%	15	5	-7%	8%	8%
Nc1ncnc2c1ncn2[C@@H]1O[C@H](CNS(=O)(=O)c2cc3ccccc3s2)[C@@H](O)[C@H]1O	0%	2%	2%	-55%	21	8	?	5%	0%
COc1ccc(F)cc1S(=O)(=O)N1CCN(c2ccccn2)CC1	-4%	12%	-11%	?	9	1	?	-5%	?
CN(CCO)c1nc(N)c2c(N)nc3c(c2c1C#N)CC(=O)N3Cc1cccs1	2%	4%	4%	-6%	8	-2	0%	12%	9%
O=C(Nc1ccn(CCCNCC2CCCO2)c(=O)n1)OCc1ccccc1 (stereo not given)	8%	7%	-7%	10%	-11	21	-2%	13%	13%
COCCCNC(=O)c1cc(=O)n(Cc2ccc(Cl)cc2)c2ccccc12	2%	1%	11%	-8%	35	-2	2%	-6%	?
Cc1snc(SCc2c(F)cccc2Cl)c1C#N	-5%	-16%	-7%	0%	-10	-6	4%	8%	-5%
O=S(=O)(NCCN1CCOCC1)c1ccc2c(c1)OCCO2	-15%	-3%	-8%	7%	-74*	-3	-2%	-1%	-7%
COc1ccc(CCNC(=O)c2ccc(OCC(=O)N3CCOCC3)c(OC)c2)cc1	-4%	-2%	13%	-7%	10	-23	-1%	3%	-22%
Cc1ccc(S(=O)(=O)NCC(=O)Nc2cccnc2)cc1C	0%	8%	-6%	-1%	21	2	-2%	-1%	4%
CCC(C)[C@H]1CN=C(N)N1CCc1cccc2ccccc12 (stereo not given in full)	?	-16%	1%	-57%[inhibitor]	?	-17	-41%	?	5%
NC(=O)N/N=C/c1cn(CC(=O)Nc2ccc(F)cc2)c2ccccc12	?	-5%	20%	-15%	/	-5	-33%[inhibitor]	-12%	-4%
CC(C)C(=O)N1N=C2CCCCC2C1(O)C(F)(F)F (stereo not given)	8%	5%	7%	0%	-2	3	0%	9%	0%
COC(=O)Cn1nnnc1-c1nc2cc(C)c(C)cc2[nH]c1=O	5%	8%	132%[activator]	/	50	4	/	18%	-3%
Clc1ccc(/C=N/Nc2nnc(Cl)c3ccccc23)cc1	-10%	-5%	-6%	-3%	38	10	23%	10%	10%
CC(=O)c1cc(OC(=O)N2CCOCC2)ccc1OC(=O)N1CCOCC1	11%	6%	-13%	-1%	23	9	-5%	15%	5%
O=C1CC(c2ccco2)CC(O)=C1C=Nc1ccc(Br)cc1 (stereo not given)	-4%	-16%	-4%	-4%	-10	-4	9%	-12%	5%
CCCn1c(=O)c2ccccc2n2c(SCc3nnc(-c4ccccc4Br)o3)nnc12	-6%	5%[9.24 µM]	-15%	-3%	14	-8	-1%	-9%	0%
Cc1[nH]nc(SCC(=O)N2CCC(C)CC2)c1[N+](=O)[O-]	0%	3%	-5%	-12%	-4	-2	-1%	18%	-5%
CN1CCN(S(=O)(=O)c2cc([N+](=O)[O-])ccc2Cl)CC1	13%	14%	-1%	-3%	-4	7	5%	25%	4%
CS(=O)(=O)c1ccc2nc(NC(=O)CCNC(=O)c3ccc([N+](=O)[O-])cc3)sc2c1	-1%	-6%	6%	0%	41	3	3%	0%	-24%

Part of the list above with just IL1B secr inh.
compound | IL1B secr inh
COc1ccc(N2CCN(C(=O)CCNS(=O)(=O)c3ccccc3)CC2)cc1 | -9
CC(=O)c1ccc(NC(=O)C2CC(=O)N(C(C)C)C2)cc1 (stereo not given) | 6

Screens deposited in PubChem by National Center for Advancing Translational Sciences (NCATS).
